ALOX12 inhib: inhibitors of human 12-lipoxygenase (ALOX12). P18054. purified 12-hLO, xylenol orange hydroperoxide absorbance. Potency, µM (doses to about 57.1 µM), for the others: top-dose activity change, negative = inhibition, most hits filed as inhibitors. hit rate 0.12% among 150,000; also: potency is read from the fitted curve at half-maximal effect; nearly all actives have a fitted effect of over 55% in size; many of its hits are not listed in these tables
Target sequence (P18054 whole entry, looked up): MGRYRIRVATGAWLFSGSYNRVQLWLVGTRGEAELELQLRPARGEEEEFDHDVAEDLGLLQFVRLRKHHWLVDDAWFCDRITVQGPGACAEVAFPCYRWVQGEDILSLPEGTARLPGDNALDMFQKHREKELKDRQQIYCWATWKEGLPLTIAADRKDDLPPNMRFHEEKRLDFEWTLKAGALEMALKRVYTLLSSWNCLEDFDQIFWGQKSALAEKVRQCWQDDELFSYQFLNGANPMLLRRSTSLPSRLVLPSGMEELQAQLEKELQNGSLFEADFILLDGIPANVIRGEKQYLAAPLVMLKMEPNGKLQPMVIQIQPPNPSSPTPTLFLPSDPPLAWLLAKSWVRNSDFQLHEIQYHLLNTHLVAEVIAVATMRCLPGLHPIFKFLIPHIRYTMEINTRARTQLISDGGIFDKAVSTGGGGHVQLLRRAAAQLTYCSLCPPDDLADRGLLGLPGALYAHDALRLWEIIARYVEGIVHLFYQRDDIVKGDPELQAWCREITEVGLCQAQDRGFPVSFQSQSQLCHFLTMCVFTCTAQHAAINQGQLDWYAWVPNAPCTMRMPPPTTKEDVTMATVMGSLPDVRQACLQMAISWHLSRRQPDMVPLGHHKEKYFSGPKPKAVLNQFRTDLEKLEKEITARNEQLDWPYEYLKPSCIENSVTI
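150 nM 12hLO, 25 mM Hepes pH 7.0 + 0.01% Triton X-100; cpd preinc 15 min RT; 40 uM arachidonic acid, 30 min RT; Fe-XO 30 min; A573/A405 ratio as read-out.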
PNC inhibitor: perinucleolar compartment assembly inhibition | PC3M PTB-GFP, PNC prevalence imaging, 16 h; active compounds read low | activity change (PNC), negative = inhibition, % at 10 µM | hit rate 3.1% among 140,000 | AID 2417;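 active = readout at or below -70, meaning at least 70% loss of cells showing the perinucleolar compartment, a nuclear body marking cancer cells; inconclusive = readout between -30 and a set limit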;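 also: plate controls were DMSO wells for no effect and camptothecin positive control wells for full effect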
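Compounds are pinned in duplicate onto adhered PC3M cells stably expressing GFP-tagged PTB and incubated 16 h at 37 C. Cells are then fixed, nuclei stained with Hoechst, and PNC-positive cells counted.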
15-hLO-2 inh: 15-hLO-2 (ALOX15B) enzyme inhibition. Potency, µM (doses to about 57.1 µM), inactives show at the top dose activity change, negative = inhibition, usual class: inhibitors. O15296. hit rate 0.56% among 110,000. purified 15hLO-2, xylenol orange hydroperoxide absorbance; also: potency is read from the fitted curve at half-maximal effect; nearly all actives have a fitted effect of over 60% in size; many of its hits are not listed in these tables
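Read-out: hydroperoxide product oxidises ferrous iron, measured as xylenol orange complex via the 573-to-405 nm absorbance ratio after 30 min. Reaction: 50 nM enzyme, 15 min compound preincubation, 45 uM arachidonic acid, 90 min RT, Hepes pH 7.5 with Triton X-100.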
IMPase inh: IMPase inhibition in cells. P97697. CHO-M1 cells, IP1 accumulation, HTRF TR-FRET ratio. inhibition (IP1 accumulation), % at 46.1 µM. 120,000 tested, under 10 active. AID 901; active = well fitted curve in the direction sought with a large enough effect in the signal ratio, not every such curve was filed as active; inconclusive = small, poorly fitted or top-dose-only effect, or a change in a side signal; inactive = no such curve, though single readings can be large or run the other way; the % refers to the signal ratio;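 also: cells stimulated with carbachol in lithium chloride buffer; plate controls were DMSO basal wells for no effect and reference inhibitor wells for full effect; higher means more IMPase inhibition seen as more IP1 and lower FRET ratio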
Target sequence (P97697 whole entry, looked up): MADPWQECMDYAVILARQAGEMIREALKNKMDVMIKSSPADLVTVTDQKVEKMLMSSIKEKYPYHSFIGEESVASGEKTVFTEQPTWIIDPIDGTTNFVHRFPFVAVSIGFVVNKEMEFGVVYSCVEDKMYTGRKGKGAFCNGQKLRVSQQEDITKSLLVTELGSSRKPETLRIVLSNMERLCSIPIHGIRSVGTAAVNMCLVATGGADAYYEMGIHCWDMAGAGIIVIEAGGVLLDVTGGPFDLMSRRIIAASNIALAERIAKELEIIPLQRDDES
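The IP-One HTRF competitive assay in carbachol-stimulated CHO-M1 cells quantifies cellular IP1. Compounds spanned up to 46 uM final, and activity is expressed as AC50 from concentration-response fits of the ratio and donor data.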
Starred values were filed as active, the others as inactive; ? = inconclusive; / = not tested or not shown; [ ] = another dose, or the depositor's remark. Unless noted, calls follow the shape of the dose curve; as a rule, active = well fitted curve in the direction sought with a large enough effect; inconclusive = small, poorly fitted or top-dose-only effect, or another doubt; inactive = no such curve, though single readings can be large; an effect the other way counts as inactive or inconclusive. Unless noted, % is scaled to controls: 0 for no effect and ±100 for the full control effect. Some of the compounds tested; the hit share may differ from the screen's.

cpd | SMILES | 15-hLO-2 inh | ALOX12 inhib | PNC inhibitor | IMPase inh
1 | Cc1c(C(=O)OCC2CCCO2)[nH]c2c1C(=O)CC(c1ccco1)C2 (stereo not given) | -24% | -16% | 39 | 0
2 | O=C(CCn1c(=O)[nH]c2ccsc2c1=O)NCCc1ccc(Cl)cc1 | 2% | -3% | 18 | 0
3 | O=C(CCSc1nnc(-c2ccncc2)o1)Nc1cccc2ccccc12 | / | 0% | 5 | 4
4 | CN(C)c1ccc(C(CNS(=O)(=O)c2ccc(F)c(F)c2)c2c[nH]c3ccccc23)cc1 (stereo not given) | / | -1% | ? | /
5 | COc1ccc2c(c1)c(C(O)CN1CCC3(CC1)OCCO3)c(C)n2C (stereo not given) | -28% | -15% | 34 | 4
6 | CCn1c(CNC(=O)Cc2ccc(OC)cc2)nnc1SCC(=O)NC1CCCCC1 | 9% | -2% | 12 | -2
7 | COc1ccc(CNC(=O)CCCOc2cc(=O)n(C)c3ccccc23)cc1 | 6% | 6% | ? | 5
8 | O=C(/C=C/c1cccc([N+](=O)[O-])c1)NCCSCc1ccc(Cl)cc1Cl | / | -8% | 12 | /
9 | O=C(Nc1ccc2c(c1)OCO2)c1cccc(Cl)c1 | -1% | 4% | 3 | -14
10 | c1coc(CN(Cc2cccs2)Cc2nnnn2C2CCCCC2)c1 | / | -11% | -100* | 6
11 | Clc1ccc(-n2nnnc2-c2ccccc2)cc1Cl | 2% | -12% | ? | 6
12 | O=C(Nc1ccccc1)c1ccn[nH]1 | 1% | 10% | -14 | 3
13 | CC(C(=O)N1CCCc2ccccc21)N1CCN(S(=O)(=O)c2ccccc2F)CC1 (stereo not given) | 6% | -3% | -11 | -3
14 | CC(C)C(=O)NNC(=O)c1ccccn1 | / | 1% | -1 | -2
15 | CCOC(=O)c1c(C)[nH]c(C(=O)CSc2nnnn2-c2ccccc2)c1C | -5% | 10% | ? | 6
16 | O=C(CCS(=O)(=O)c1ccc(Br)cc1)Nc1ccc(Br)cc1F | / | 4% | -19 | /
17 | CCC(c1ccccc1)c1nc(-c2cccnc2)no1 (stereo not given) | / | -2% | ? | /
18 | CCn1c(SCC(=O)Nc2nc(C)cs2)nnc1-c1ccoc1C | -4% | 2% | 55 | 5
19 | NC(=O)C1CCN(C(=O)OCc2ccccc2)CC1 | 1% | -6% | 31 | 7
20 | COC(=O)C1=C(N)OC2=C(C(=O)CC(C)(C)C2)C1c1cccnc1 (stereo not given) | -3% | 0% | -8 | -2
21 | COc1ccc(C2CC(c3ccccc3)=NN2C(=O)COC(=O)c2cnc(Cl)c(Cl)c2)cc1 (stereo not given) | / | 2% | 46 | /
22 | CN1C(=O)C(O)(CC(=O)c2ccncc2)c2ccccc21 (stereo not given) | -7% | 0% | 5 | -3
23 | COc1ccc(-c2nc(CN3CCC(C(=O)N4CCc5ccccc54)CC3)c(C)o2)cc1OC | 39%[activator] | -3% | -29 | 8
24 | O=C(CCCCCNC(=O)c1ccccc1)N/N=C/c1ccccc1 | / | -1% | 13 | 4
25 | Cc1ccc(NS(=O)(=O)c2cccc(C(=O)n3ncc(C#N)c3N)c2)c(C)c1 | -10% | -2% | 2 | 1
26 | CCCn1c(C)nc2c(N3CCOCC3)nc(C)nc21 | 0% | -1% | / | /
27 | CCc1ccc(C(=O)/C=C/Nc2ccc(S(=O)(=O)Nc3onc(C)c3C)cc2)cc1 | / | -5% | 6 | /
28 | COCC(C)NC(C(=O)Nc1ccc(Cl)c([N+](=O)[O-])c1)c1ccccc1 (stereo not given) | / | 0% | 92 | 2
29 | CCn1c(COc2ccccc2C)nnc1SCC(=O)O | 4% | -1% | 16 | -4
30 | c1cnc2ccc(C(c3nnnn3C3CCCC3)N3CCN4CCCC4C3)cc2c1 (stereo not given) | 5% | 3% | 65 | 7
31 | Cn1ncc(Cl)c1C(=O)N/N=C/c1ccccn1 | / | -2% | ? | /
32 | COc1cccc(C2(c3cccc(OC)c3)CC2C(=O)Nc2cccc3ccccc23)c1 (stereo not given) | / | -5% | 64 | -2
33 | N/C(Cc1ccc(Cl)c(Cl)c1)=N\OC(=O)c1cccs1 | -26% | -1% | 21 | 10
34 | Cc1scc(C(=O)N/N=C/c2ccc(Cl)s2)c1C | / | -3% | 30 | /
35 | Cc1ccc(Oc2cnc3ccccc3n2)cc1 | 4% | -4% | -11 | 1
36 | CC(=O)Nc1ccc(OCC(O)CN2CCN(c3cccc(Cl)c3)CC2)cc1 (stereo not given) | 15% | 1% | -6 | 5
37 | Cc1ccc(NC(=O)CNc2ccc(OC(C)C)cc2)c(C)c1 | / | -13% | -13 | -5
38 | c1ccc(Cc2nnc3sc(-c4cccnc4)nn23)cc1 | -5% | -6% | ? | -5
39 | Cc1cc(Nc2ccccc2)n(C(=O)c2ccccc2)n1 | -1% | 2% | 19 | 3
40 | Nc1nc(SCc2nc3scc(-c4cccs4)c3c(=O)[nH]2)n[nH]1 | 4%[2.29 µM] | -2% | 28 | -6
41 | N#Cc1cncc(-c2ccc3c(c2)OCCOCCOCCOCCOCCO3)n1 | / | -3% | 16 | /
42 | CCN(CC)c1ccc(C(=O)N/N=C(\C)c2cccc(OC)c2)cc1 | / | 1% | 15 | /
43 | Cc1ccc(N(C(=O)CCl)C(C(=O)NC2CCCCC2)c2cccnc2)cc1C (stereo not given) | / | 1% | ? | /
44 | CCOc1ncccc1C(=O)OCC(=O)N1CCN(S(=O)(=O)c2ccc(Cl)cc2)CC1 | 9% | -9% | 35 | -2
45 | COc1ccccc1NC(=O)c1csc2c1CCCC2 | -1% | -2% | 53 | 5
46 | CC12CN3CC(C)(CN(C1)C3c1ccc3c(c1)OCO3)C2=O (stereo not given) | 1% | 5% | -28 | 7
47 | Cc1ccc(N(Cc2cc3cc(C)ccc3[nH]c2=O)S(=O)(=O)c2ccccc2)cc1 | / | -4% | 6 | -2
48 | Brc1ccc(N=C/C=C/C=C/Nc2ccc(Br)cc2)cc1 | -3% | 2% | 19 | 5
49 | COc1ccc2c(c1)N(C)C(=O)CC(c1ccccc1)=N2 | -5% | -6% | -5 | 2
50 | CCN(CC)c1ccc(/C=N/NC(=O)Cc2cccs2)cc1 | / | -3% | 20 | 3
51 | CC(NC(=O)C1CCN(S(=O)(=O)N2CCCCCC2)CC1)c1ccccc1 (stereo not given) | 7% | -1% | ? | ?
52 | Cc1ccccc1OCC(=O)Nc1ccc(Cc2ccncc2)cc1 | / | 1% | ? | /
53 | COc1ccc(CCNC(=O)COc2ncnc3cc([N+](=O)[O-])ccc23)cc1 | / | 1% | -10 | ?
54 | Nc1ccc(C(=O)N/N=C/c2ccccc2)cc1 | -2% | 1% | 57 | -17
55 | Cn1c(=O)c2c(nc(NCCCO)n2Cc2cccc(Br)c2)n(C)c1=O | -1% | -7% | -5 | 6
56 | CC1(C)Cc2c(sc3nc(SCC(=O)O)[nH]c(=O)c23)CO1 | -8% | 0% | -27 | 5
57 | O=P(O)(O)OC1[C@H](O)[C@H](OP(=O)(O)O)C(OP(=O)(O)O)[C@H](OP(=O)(O)O)[C@H]1O (stereo not given in full) | 12%[0.0915 µM] | -2%[0.00818 µM] | / | /
58 | N#Cc1ccc(CSc2nnc(COc3ccccc3)n2-c2ccccc2)cc1 | -2% | -6% | ? | 13
59 | Cc1nn2c(N3CCN(C(=O)c4ccco4)CC3)cc(C(C)(C)C)nc2c1-c1ccc(Cl)cc1 | 10% | 0% | 59 | -1
60 | COc1cccc2cc(C(=O)N3CCN(c4ccccn4)CC3)c(=O)oc12 | -7% | -3% | ? | 5

Carrying on.
cpd | SMILES | 15-hLO-2 inh | ALOX12 inhib | PNC inhibitor | IMPase inh
61 | COc1ccc2nc(NC(=O)/C=C/c3ccc4c(c3)OCO4)sc2c1 | / | -1% | 21 | -14
62 | Cc1ccc(C)c(S(=O)(=O)NCCOc2nc(NC(C)C)nc(NC(C)C)n2)c1 | 15% | 2% | -9 | -1
63 | O=C(O)CCCCCNC(=O)c1ccc(Br)cc1 | -13% | -1% | 20 | -1
64 | Cc1cc2c(cc1C)C(c1cccc([N+](=O)[O-])c1)CC(=O)N2 (stereo not given) | / | -2% | 47 | /
65 | O=C(O)c1ccc(CNCc2c(Cl)cccc2Cl)cc1 | 3% | 1% | 33 | -1
66 | Cc1ccc(S(=O)(=O)NCc2nc3ccccc3c(=O)n2N)cc1 | -2% | 8% | ? | 1
67 | CC(=O)c1cnc(Nc2nc(C)c3cc(C)c(C)cc3n2)nc1C | 23% | 1% | -15 | -1
68 | O=C(NC1CCCCC1)N1CCN(C(c2ccccc2)c2ccccc2)CC1 | 13% | 5% | 28 | 1
69 | COc1ccc(C)cc1NC(=O)C(=O)NCc1ccncc1 | 5% | -3% | ? | 1
70 | COc1ccc(Nc2nc(Cl)nc(NCc3ccco3)n2)c(OC)c1 | 2% | -6% | ? | 1
71 | Cc1cc2oc(C(=O)NCc3ccc4c(c3)OCO4)c(C)c2cc1C | 13% | -7% | 11 | 12
72 | CS(=O)(=O)N1CCN(C(=O)CCC2CCCC2)CC1 | 11% | 1% | 45 | 6
73 | COc1ccc(CCNC(=O)C(C)Sc2ccccc2)cc1OC (stereo not given) | -11% | -1% | 58 | 3
74 | CCOC(=O)c1cc(C)n(CCc2ccccc2)c1C | -4% | 2% | -26 | 4
75 | COc1ccc(C(=O)Oc2cc3c4c(c2)C(C)=CC(C)(C)N4C(=O)C3=O)cc1OC | / | 0% | -21 | 0
76 | Cc1sc2ncnc(OCC(=O)NC(C)C)c2c1C | -3% | -1% | -13 | 1

Nos. 59 to 75, quoted:
cpd | SMILES | 15-hLO-2 inh | ALOX12 inhib | PNC inhibitor | IMPase inh
59 | Cc1nn2c(N3CCN(C(=O)c4ccco4)CC3)cc(C(C)(C)C)nc2c1-c1ccc(Cl)cc1 | 10% | 0% | 59 | -1
60 | COc1cccc2cc(C(=O)N3CCN(c4ccccn4)CC3)c(=O)oc12 | -7% | -3% | ? | 5
61 | COc1ccc2nc(NC(=O)/C=C/c3ccc4c(c3)OCO4)sc2c1 | / | -1% | 21 | -14
62 | Cc1ccc(C)c(S(=O)(=O)NCCOc2nc(NC(C)C)nc(NC(C)C)n2)c1 | 15% | 2% | -9 | -1
63 | O=C(O)CCCCCNC(=O)c1ccc(Br)cc1 | -13% | -1% | 20 | -1
64 | Cc1cc2c(cc1C)C(c1cccc([N+](=O)[O-])c1)CC(=O)N2 (stereo not given) | / | -2% | 47 | /
65 | O=C(O)c1ccc(CNCc2c(Cl)cccc2Cl)cc1 | 3% | 1% | 33 | -1
66 | Cc1ccc(S(=O)(=O)NCc2nc3ccccc3c(=O)n2N)cc1 | -2% | 8% | ? | 1
67 | CC(=O)c1cnc(Nc2nc(C)c3cc(C)c(C)cc3n2)nc1C | 23% | 1% | -15 | -1
68 | O=C(NC1CCCCC1)N1CCN(C(c2ccccc2)c2ccccc2)CC1 | 13% | 5% | 28 | 1
69 | COc1ccc(C)cc1NC(=O)C(=O)NCc1ccncc1 | 5% | -3% | ? | 1
70 | COc1ccc(Nc2nc(Cl)nc(NCc3ccco3)n2)c(OC)c1 | 2% | -6% | ? | 1
71 | Cc1cc2oc(C(=O)NCc3ccc4c(c3)OCO4)c(C)c2cc1C | 13% | -7% | 11 | 12
72 | CS(=O)(=O)N1CCN(C(=O)CCC2CCCC2)CC1 | 11% | 1% | 45 | 6
73 | COc1ccc(CCNC(=O)C(C)Sc2ccccc2)cc1OC (stereo not given) | -11% | -1% | 58 | 3
74 | CCOC(=O)c1cc(C)n(CCc2ccccc2)c1C | -4% | 2% | -26 | 4
75 | COc1ccc(C(=O)Oc2cc3c4c(c2)C(C)=CC(C)(C)N4C(=O)C3=O)cc1OC | / | 0% | -21 | 0

Source: PubChem (National Center for Advancing Translational Sciences (NCATS))
